14-3-3g Raf: modulators of human 14-3-3 gamma - Raf peptide interaction. inhibition, % at 40 µM. P61981. FP, 14-3-3gamma / TMR-pS259-Raf peptide binding. actives 0.19% (n = 160,000); in the data active means inhibition above about 30%;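 further: 0% = protein plus tracer without compound and 100% = blank with tracer alone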
Target sequence (P61981 whole entry, looked up): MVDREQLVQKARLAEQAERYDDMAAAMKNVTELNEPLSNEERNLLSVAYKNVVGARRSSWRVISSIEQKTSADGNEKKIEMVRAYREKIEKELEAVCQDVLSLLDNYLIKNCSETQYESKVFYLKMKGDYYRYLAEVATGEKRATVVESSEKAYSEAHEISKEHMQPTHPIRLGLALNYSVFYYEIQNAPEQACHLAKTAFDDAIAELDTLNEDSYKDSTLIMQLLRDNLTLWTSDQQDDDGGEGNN
* marks the source's active call; other numbers are inactive results; & = joins results of further samples. Not all compounds are listed. The share of hits here may be higher or lower than overall.

Start of the data: the first 4 records as a preview:
14-3-3g Raf,SMILES
-6.3,CCc1ccc(-n2c(=O)c3ccccc3n(Cc3cccc([N+](=O)[O-])c3)c2=O)cc1
1.1,Cc1noc(C)c1C(=O)Nc1ccccn1
-5.3,Cc1c(C(=O)NCC(C)C)sc2nc(-c3ccc(F)cc3)cn12
1.1,Brc1ccc(-c2csc3c4ncnc-4ncn23)cc1

Main list, previewed entries included:
14-3-3g Raf,SMILES
-6.3,CCc1ccc(-n2c(=O)c3ccccc3n(Cc3cccc([N+](=O)[O-])c3)c2=O)cc1
1.1,Cc1noc(C)c1C(=O)Nc1ccccn1
-5.3,Cc1c(C(=O)NCC(C)C)sc2nc(-c3ccc(F)cc3)cn12
1.1,Brc1ccc(-c2csc3c4ncnc-4ncn23)cc1
-7.7,O=C(c1ccncc1)N(c1ccc2oc3c(c2c1)CCCC3)S(=O)(=O)c1cccs1
-6.2,CC1(C)CC(=O)c2cc(C(=O)N3CCCCC3)c(=O)n(-c3ccc(Cl)cc3)c2C1
-17.5,O=C(COC(=O)Cc1ccc(S(=O)(=O)N2CCOCC2)s1)NCc1ccccc1
3.9,Cc1ccc(C2/C(=C(/O)c3ccc(Cl)cc3)C(=O)C(=O)N2CC2CCCO2)o1 (stereo unspecified)
-3.9,CCOC(=O)c1sc(C)c(C(N)=O)c1NC1=NCCCCC1
0.0,COc1cc(C2NC(C(=O)O)CS2)ccc1OCc1ccccc1C#N (stereo unspecified)
-50.9,CCOc1ccc(-c2cc(C)n3nc(C(=O)Nc4ccc(C(C)=O)cc4)cc3n2)cc1
-15.2,CCc1nc2ccc(C(=O)NC(C)c3ccccc3)cc2nc1CC (stereo unspecified)
-2.1,CCOc1ccc(-n2c(=O)c3c(C)c(C(=O)N(C)C)sc3n(CC(=O)Nc3ccc(C)cc3Cl)c2=O)cc1
-3.5,O=C(NCCN1CCOCC1)c1ccc2c(c1)ncn2C1CCCCC1
-11.1,CCCn1c(SCC(=O)c2ccc(Br)cc2)nc2ccccc21
3.0,CCN(CCCNC(=O)C1CCC(=O)N1C(C)C)c1cccc(C)c1 (stereo unspecified)
6.0,CCc1ccc(S(=O)(=O)N2CCSC2c2ccc(OC)c(Br)c2)cc1 (stereo unspecified)
-1.4,CCC(=O)Nc1cccc(NC(=O)COc2ccc(OC)cc2)c1
-0.3,CCCc1cc(=O)[nH]c(/N=C(/N)Nc2ccc(F)cc2)n1
1.2,CCOc1ccc(N2C(=S)NC3CC2(C)Oc2c(OC)cccc23)cc1 (stereo unspecified)
3.6,CN(C)CCCN1C(=O)C(=O)/C(=C(/O)c2ccccc2)C1c1ccccn1 (stereo unspecified)
6.9,O=C(O)CCC(=O)N1CCc2cc(S(=O)(=O)NC3CCCC3)ccc21
-6.7,O=C(CN1C(=O)COc2ccc(Cl)cc21)NCCC1=CCCCC1
-6.3,O=C1NC(=O)C2C3c4ccccc4C(c4ccccc43)C12 (stereo unspecified)
-2.0,CCC(C(=O)N1CCc2ccccc2C1)n1nc(C)n2c(cc3occc32)c1=O (stereo unspecified)
3.5,CCOC(=O)C1=C(C)N=C2SC(CC)C(=O)N2C1c1ccc(OC)c(OC)c1 (stereo unspecified)
-6.6,Cc1cccc(Cn2c(NCc3ccco3)nc3c2c(=O)n(C)c(=O)n3C)c1
-0.4,O=C(Cn1cnc2c(nnn2-c2ccccc2)c1=O)N1CCC(Cc2ccccc2)CC1
-0.1,CCCN(CC1CC1)S(=O)(=O)c1ccc(S(N)(=O)=O)cc1
-7.7,O=c1c2ccccc2nnn1CSc1ncnc2ccccc12
-3.4,CCc1ccc(N2CC(C(=O)OCC(=O)Nc3cc(C)on3)CC2=O)cc1 (stereo unspecified)
1.6,Cc1cc(C(c2cc(C)c(N)c(C)c2)c2ccco2)cc(C)c1N
-6.6,COc1ccccc1CNC(=O)CN(c1cc(C(F)(F)F)ccc1Cl)S(C)(=O)=O
0.1,O=C1CC(C(=O)N(c2ccc(F)cc2)C(C(=O)NC2CCCC2)c2ccccn2)CS1 (stereo unspecified)
-7.1,Cc1ccc2oc(=O)c3cnn(CC(=O)N(CCCN4CCOCC4)Cc4ccco4)c3c2c1
-3.1,Cc1ccc(Nc2ncc(C(=O)NCCCN3CCOCC3)c3ccccc23)cc1Cl
-4.6,Cc1ccc(C)c(N2CCN(C(=O)C(Cc3ccccc3)NS(=O)(=O)c3cccs3)CC2)c1 (stereo unspecified)
-16.4,Cc1cc(I)cc(CNc2ccc(N3CCOCC3)cc2)c1O
-1.3,Cc1ccc(NC(=O)CCCCCN2C(=O)c3ccccc3C2=O)c(Br)c1
-10.9,COc1ccc(C(=O)N2CCN=C2c2ccccc2)cc1OC
-2.4,Cn1nc(CC(=O)Nc2ccccc2C(=O)O)c2ccccc2c1=O
-8.2,Cc1cc2nc3c(nc2cc1Cl)-c1ccccc1C3=O
-13.3,C=CCSc1nc2ccccc2n1Cc1nnc(-c2cccs2)o1
-1.8,CCCCOc1ccc(-c2cc(=O)oc(-c3cccc(I)c3)n2)cc1
0.6,CCCC(=O)Nc1ccc(NC(=O)c2cccc(OC)c2)nc1
-6.0&-1.4,CN1C(=O)c2ccccc2C(C(=O)NCc2ccco2)C1c1c[nH]c2ccccc12 (stereo unspecified)
4.3,Cc1ccc2nc(C)ccc2c1
6.6,CCc1ccc(NC(=O)c2nn(-c3cccc(OC)c3)c(=O)c3ccccc23)cc1
-0.4,Cc1cc([N+](=O)[O-])ccc1Nc1ccc2nonc2c1[N+](=O)[O-]
2.5,COCCN1C(=O)c2ccccc2C(C(=O)N2CCN(c3cc(Cl)ccc3C)CC2)C1c1c[nH]c2ccccc12 (stereo unspecified)

New compounds follow
14-3-3g Raf,SMILES
-2.3,COc1ccc(N2CCN(C(=O)CSc3nc4c(c(=O)n(C)c(=O)n4C)n3C(C)C)CC2)cc1
-2.6,CCCn1nc(C(=O)NCCc2ccc(S(N)(=O)=O)cc2)c2ccccc2c1=O
-188.5,CCOc1ccc(NC(=O)C2CCN(S(=O)(=O)c3ccc(Br)s3)CC2)cc1
-4.3,COc1ccc(NC(=O)CN2CCN(c3ccc(Cl)cc3)CC2)c(OC)c1
-21.3,CCCN(CCC)S(=O)(=O)c1ccc(C(=O)Nc2nc(-c3ccc(F)cc3)cs2)cc1
1.6,CCC(C)NC(=O)c1ccc(Sc2ccc(F)cc2)c(NC(C)=O)c1 (stereo unspecified)
-7.3,COCCn1c(SCC(=O)NCc2ccco2)nc2c(c1=O)SC(C)C2 (stereo unspecified)
-0.8,O=[N+]([O-])c1cc(C=Nc2ccc3c(c2)OCCO3)ccc1Br
-1.6,Cc1c(C(=O)N(C)Cc2ccccc2)sc2ncn(CC(=O)N3CC(C)CC(C)C3)c(=O)c12 (stereo unspecified)
-35.5,O=c1oc2cc(OCC=Cc3ccccc3)ccc2cc1-c1nc2ccccc2s1
-2.7,O=C(c1ccc2nc3cc(Cl)ccc3c(=O)n2c1)N1CCN(c2cccc(C(F)(F)F)c2)CC1
-6.1,CCOCCOc1nc2c(c(=O)n(C)c(=O)n2C)n1Cc1ccc(C)cc1
-5.8,CCOC(=O)C1CCN(c2c(NCc3ccc(C(=O)NC(C)CC)cc3)c(=O)c2=O)CC1 (stereo unspecified)
8.0,O=C(Cn1ncc2c(=O)oc3ccccc3c21)N1CCc2ccccc2C1
-4.3,CN(c1ccc(Cl)cc1)S(=O)(=O)c1ccc2[nH]cc(C(=O)NC3CCCCCC3)c(=O)c2c1
22.2,Cc1onc(-c2ccccc2Cl)c1C(=O)Nc1ccc(F)c(F)c1
-38.3,Cc1ccnc(NC(=O)c2nn3c(C(F)(F)F)cc(-c4ccco4)nc3c2Br)c1
-0.8,CCc1nc(SCC(=O)Nc2cc(C)on2)c2c(=O)n(C)c(=O)n(C)c2n1
-4.1,Cc1ccc(-n2ncc3c(Nc4ccc(Cl)cc4)ncnc32)c(C)c1
-11.7,COc1ccc2nc(N3CCCC(C(=O)NCc4ccc(C)cc4)C3)sc2c1 (stereo unspecified)
-13.0,N#CCSC1=Nc2ccccc2C2=NC(CCC(=O)NCc3ccc(F)cc3)C(=O)N12 (stereo unspecified)
1.0,CCOc1cc2[nH]c(=O)n(CC3CCC(C(=O)NC4CCCC(C)C4C)CC3)c(=O)c2cc1OCC (stereo unspecified)
-2.5,COc1ccc(NC(=O)Nc2nnc(C(C)C)s2)cc1
-1.4,Cn1c(C(=O)N(Cc2ccccc2)Cc2cccs2)cc2sccc21
-3.2,COCCCNC(=O)c1cc2c(=O)n3ccccc3nc2n(C(C)C)c1=N
-4.6,COc1ccc(Nc2nc(C)nc3sc(C)c(C)c23)cc1OC
-9.9,NC1=NC(=O)C(CC(=O)Nc2ccc(Oc3ccc(Cl)cc3)cc2)S1 (stereo unspecified)
-5.5,Nc1c(C(=O)NC2CCCC2)c2nc3ccccc3nc2n1/N=C/c1cccnc1
-187.0,Cn1c2c(c(=O)n(C)c1=O)C(c1ccc(OC(=O)c3ccc(Cl)cc3)cc1)C1=C(N2)c2ccccc2C1=O (stereo unspecified)
-16.7,Cc1cc2cc(CNS(=O)(=O)c3ccc4ccccc4c3)ccc2[nH]1
7.4,O=C(CC(C(=O)O)N1CCOCC1)Nc1ccc(Cl)cc1 (stereo unspecified)
-2.3,CCOC(=O)CSc1nnc2n(-c3cccc(OC)c3)c(=O)c3c(n12)-c1ccccc1CC31CCCCC1
-7.1,Cc1ccccc1NC(=O)c1c(NC(=O)c2ccncc2)sc2c1CCC(C(C)(C)C)C2 (stereo unspecified)
-6.7,CCC(C)(C)n1nnnc1C(c1cc2ccc(C)cc2[nH]c1=O)N(Cc1cccnc1)Cc1ccco1 (stereo unspecified)
-14.8&-161.0,O=c1[nH]c2c(s1)C=Nc1ccccc1N2
-7.5&-8.2,Cc1noc(NS(=O)(=O)c2ccc(NC(=O)CSc3nc4ccccc4s3)cc2)c1C
-13.7,CCN(CC)S(=O)(=O)c1ccc(C(=O)Nc2c3c(nn2-c2ccc(Cl)cc2)CS(=O)(=O)C3)cc1
2.7,CC(Nc1cc(N2CCN(C(=O)c3ccco3)CC2)ccc1[N+](=O)[O-])C12CC3CC(CC(C3)C1)C2 (stereo unspecified)
-4.2,COc1cccc(CNC(=O)c2ccc(NC(=O)C3CCCO3)cc2)c1 (stereo unspecified)
-2.0,CCc1nnc(NC(=O)c2ccc(S(=O)(=O)N(CC)CC)cc2)s1
1.0,CCN(CC)CC(=O)Nc1cc(C)nc2ccccc12
0.6,CN1C(=O)C(c2nnc(Nc3cccc4ccccc34)s2)C2CC1(C)Oc1ccccc12 (stereo unspecified)
-10.1,COc1ccc2c(c1)c(C(C)=O)c(C)n2C
-0.6&5.0,O=C(COc1cccc2cccnc12)N1CCc2ccccc2C1
-3.4,Cc1cccc2cc3c(nc12)-c1ccccc1C3=O
-5.8,Cc1ccc(C(=O)/C=C/Nc2ccccn2)cc1
-5.0,c1ccc(COc2ccc(OCCCn3cncn3)cc2)cc1
-16.4,Cc1ccccc1-n1c(SCC(=O)c2cc(C)n(C)c2C)nnc1-c1ccncc1
6.8,CCS(=O)(=O)N1CCC(C(=O)NCCCN2CCCCC2C)CC1 (stereo unspecified)
-8.5,O=C(O)c1cccc(OCc2ccccc2Cl)c1

(list continues)
14-3-3g Raf,SMILES
-24.3,CCCOc1ccc(-c2nn(-c3ccccc3)cc2C2C(C(=O)OC)=C(C)N=C3SCCC(=O)N32)cc1C (stereo unspecified)
-0.8&1.7,O=C(Nc1ncc(Cc2ccccc2)s1)C1CCCO1 (stereo unspecified)
2.9,COc1ccc(-c2cc(C(=O)Nc3ccccc3C(F)(F)F)no2)cc1OC
4.7,COc1cc(C2C(C(=O)OCc3ccccc3)=C(C)NC3=C2C(=O)CC(c2cccs2)C3)cc([N+](=O)[O-])c1O (stereo unspecified)
-4.5,COc1ccccc1N1C(=O)c2ccc(C(=O)Nc3cccc([N+](=O)[O-])c3)cc2C1=O
-38.4,CCCc1cc(N2CCN(C3CCCC3)CC2)n2c(nc3ccccc32)c1C#N
-1.2,CC(=O)Nc1ccc(C(=O)Nc2cccc([N+](=O)[O-])c2)cc1
6.8,COC(=O)CSc1nc2nc(C)cc(C)n2n1
-4.6,Cc1oc(C(=O)O)cc1COc1ccc2c(C)c(C)c(=O)oc2c1C
-0.5,COC(=O)COc1ccc(C2NC(=S)NC(C)=C2C(=O)OC)cc1OC (stereo unspecified)
-5.8,O=c1c2c(nc(SCc3ccc(Br)cc3)n1-c1ccc(Cl)cc1)CCS2
-4.2,Cc1cc(C(C)c2ccccc2)c(O)c(CN2CCOCC2)c1C (stereo unspecified)
-4.7,CC1CCCN(C(=O)CCNC(=O)Cn2cnc3ccccc3c2=O)C1 (stereo unspecified)
0.6,Cc1nc(-c2ccc(NC(=O)c3ccncc3)cc2)cs1
7.1,Cc1cc(NS(=O)(=O)c2ccc(NC(=O)C3C(C=C(Cl)Cl)C3(C)C)cc2)nc(C)n1 (stereo unspecified)

Reformatted: results already given
SMILES: Cc1cc(C(C)c2ccccc2)c(O)c(CN2CCOCC2)c1C (stereo unspecified)
- 14-3-3g Raf: -4.2

SMILES: O=C(Nc1ncc(Cc2ccccc2)s1)C1CCCO1 (stereo unspecified)
- 14-3-3g Raf: -0.8&1.7

SMILES: COc1ccc(-c2cc(C(=O)Nc3ccccc3C(F)(F)F)no2)cc1OC
- 14-3-3g Raf: 2.9

SMILES: COc1ccccc1N1C(=O)c2ccc(C(=O)Nc3cccc([N+](=O)[O-])c3)cc2C1=O
- 14-3-3g Raf: -4.5

Screens deposited in PubChem BioAssay by Emory University Molecular Libraries Screening Center.
